APJ agonist: agonists of human apelin receptor APJ, primary screen, CHO-K1 cells, PathHunter beta-arrestin, luminescence; 0% DMSO wells, 100% apelin; activation, % at 20 µM; actives 0.11% (n = 330,000);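 active = activation more than six SD over the plate average, tested at 20 µM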;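 note: 0% = DMSO alone and 100% = apelin-13 at 10 nM; some results filed as inactive read as strong as hits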
Target sequence (P35414 whole entry, looked up): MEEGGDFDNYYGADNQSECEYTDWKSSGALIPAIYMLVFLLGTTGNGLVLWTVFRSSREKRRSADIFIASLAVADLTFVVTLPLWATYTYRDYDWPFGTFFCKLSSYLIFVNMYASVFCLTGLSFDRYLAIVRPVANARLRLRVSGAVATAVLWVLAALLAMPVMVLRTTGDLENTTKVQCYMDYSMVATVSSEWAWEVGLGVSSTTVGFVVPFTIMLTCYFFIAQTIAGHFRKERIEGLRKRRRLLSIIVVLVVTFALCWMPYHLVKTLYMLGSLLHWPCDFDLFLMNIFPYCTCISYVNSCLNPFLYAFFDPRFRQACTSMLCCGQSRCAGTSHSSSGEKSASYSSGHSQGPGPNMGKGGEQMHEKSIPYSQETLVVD
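Test system: CHO-K1 APJ beta-arrestin complementation cell line. Amount: cell density 1000 per well. Controls: DMSO negative, 10 nM Apelin-13 positive. Signal: luminescent beta-gal fragment complementation, chemiluminescent substrate. Read-out basis: agonist-driven arrestin binding to APJ. Timing: compound stimulation 90 min at 25 °C, detection 60 min.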
CXCR6 inh: CXCR6 receptor inhibitors, primary screen, cell-based, beta-arrestin, luminescence, CHO-K1 PathHunter, 1536-well; AID 602244, 2012; actives 0.36% (n = 360,000); inhibition, % at 20 µM; C-X-C chemokine receptor type 6 (Homo sapiens), O00574; in the data active = inhibition above about 34%, passing the limit was not always enough;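 note: antagonist mode with CXCL16 agonist at 10 nM final; 0% = 10 nM CXCL16 with DMSO and 100% = unstimulated wells without agonist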
Target sequence (O00574 whole entry, looked up): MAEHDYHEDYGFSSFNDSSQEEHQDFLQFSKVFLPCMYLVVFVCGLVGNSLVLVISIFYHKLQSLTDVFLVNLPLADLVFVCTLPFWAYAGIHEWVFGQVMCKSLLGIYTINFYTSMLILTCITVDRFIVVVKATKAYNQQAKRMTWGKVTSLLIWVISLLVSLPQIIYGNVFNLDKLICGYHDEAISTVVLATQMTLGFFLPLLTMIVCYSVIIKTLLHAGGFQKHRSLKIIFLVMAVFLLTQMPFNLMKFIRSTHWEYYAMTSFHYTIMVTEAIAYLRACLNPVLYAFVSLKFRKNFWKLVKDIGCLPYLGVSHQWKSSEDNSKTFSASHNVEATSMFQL
UPR XBP1 act: activators of adaptive XBP1 UPR arm, primary screen, cell-based, CHO-XBP1 luciferase reporter, luminescence, uHTS. IRE1-XBP1 UPR activation; percent of tunicamycin response, DMSO as zero. actives 0.33% (n = 330,000). activation, % at 20 µM;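 active = versus positive control, 20 µM dose yields 30% or more activation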;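 note: 100% = tunicamycin at 10 µg/mL and 0% = DMSO only wells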
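Assay system: CHO-XBP1 luciferase reporter cells; Schedule: 6 h treatment, 37 °C; Detection: glow luminescence from Steady-Glo reagent; Benchmarks: high control tunicamycin 10 µg/mL final, low control DMSO vehicle only.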
APJ antag: antagonists of human apelin receptor APJ, primary screen, CHO-K1 cells, beta-arrestin complementation, luminescence; actives 0.32% (n = 330,000); AID 2521, 2010; P35414; inhibition, % at 20 µM;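 active = inhibition above about 40% at 20 µM, limit read from the data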;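 note: cells challenged with 10 nM apelin-13 agonist together with compound; plate controls were apelin-13 plus DMSO wells for no effect and DMSO wells lacking apelin-13 for full effect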
CHOP UPR activ: activators of apoptotic CHOP UPR arm, primary screen, cell-based, CHO-CHOP luciferase reporter, luminescence, uHTS. UPR activation; percent of tunicamycin response over DMSO baseline. activation, % at 10 µM. actives 0.34% (n = 330,000);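 active = at 10 µM dose, activation of 40% or more, normalized to positive control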;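 note: 100% = tunicamycin at 10 µg/mL and 0% = DMSO alone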
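Assay system: CHO cells with stable CHOP pathway luciferase reporter; Buffer or medium: F12 plus 10% serum; Times: 16-18 h cell attachment, then 6 h compound exposure, 37 °C; Signal: luciferase luminescence; Read-out basis: percent activation relative to tunicamycin control; Control set: tunicamycin high control, DMSO low control.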
tim10-1 inh: growth inhibitors of tim10-1 mutant yeast, primary screen, luminescence, uHTS. inhibition, % at 20 µM. S. cerevisiae tim10-1 ts strain growth, BacTiter-Glo, 24 h. AID 463190, 2010. actives 2.2% (n = 330,000);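 active = inhibition of at least 40%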;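 note: mutant grown at 25 °C; 0% = DMSO wells with yeast and 100% = wells holding no yeast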
tim23-1 inh: growth inhibitors of tim23-1 mutant yeast, primary screen, luminescence, uHTS. S. cerevisiae tim23-1 growth, BacTiter-Glo luminescence, 24 h. inhibition, % at 20 µM. actives 1.3% (n = 330,000). AID 463212, 2010;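 active = growth inhibition of the mutant yeast at or above 50%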;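 note: temperature-sensitive mutant grown at 25 °C; plate controls were DMSO-treated mutant yeast for no effect and medium wells lacking yeast for full effect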
Mdm2-MdmX inh: inhibitors of human Mdm2-MdmX association, primary screen, cell-based, luminescence, split luciferase, SaOS-2, uHTS; Protein Mdm4 (Homo sapiens) + E3 ubiquitin-protein ligase Mdm2 (Homo sapiens), …; SaOS-2 split-luciferase Mdm2/MdmX complementation; inhibition, % at 8 µM; actives 3% (n = 330,000);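 active = inhibition of at least 50% at 8 µM in the primary screen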
TIM10 inh: growth inhibitors of isogenic TIM10 control yeast, primary screen, counter-screen for tim10-1 yeast inhibitor project, luminescence, uHTS; S. cerevisiae TIM10 strain growth, BacTiter-Glo luminescence, 24 h; inhibition, % at 10 µM; actives 1.4% (n = 330,000); AID 463195, 2010;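 active = inhibition of 40% or more at the single tested concentration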;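 note: wild-type TIM10 isogenic control strain grown at permissive 25 °C; 0% = DMSO yeast wells and 100% = minimal medium wells without yeast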
* hit, by the source's call; · = not tested or not shown. Only part of the results is shown, so the mix of outcomes need not match the whole.

item	compound	APJ agonist	CXCR6 inh	UPR XBP1 act	APJ antag	CHOP UPR activ
1	CC(=O)N(C)c1ccc(OCC(O)CN(c2ccccc2C)S(=O)(=O)c2ccc(C)cc2)cc1 (stereo not drawn)	-2	-6	-6	2	-0.4
2	C=CCN1C(=O)/C(=C\c2cc(Br)c(OCc3ccccn3)c(OC)c2)SC1=S	-3	12	1	0	-2.4
3	Cc1c(-n2c(SC(C)C(=O)NC(N)=O)nc3ccccc3c2=O)c(=O)n(-c2ccccc2)n1C (stereo not drawn)	1	-2	-1	3	-1.8
4	Cc1oc2nc(SCC(=O)N3CCCCC3)nc(N)c2c1C	-1	-8	1	12	0.6
5	COCCCNC(=O)Cn1cc2c(n1)CCCCC2	-7	-4	-1	4	0.3
6	O=C(Nc1cnn(Cc2ccc(Cl)cc2)c1)c1ccc([N+](=O)[O-])cc1	5	-11	-1	-14	-1.8
7	O=C(O)CCc1nc(-c2ccccc2Cl)no1	-2	-3	2	15	2.2
8	CC(O)c1cccc(NC(=O)CCC(=O)O)c1 (stereo not drawn)	-3	-5	-1	15	-1.5
9	N#C/C(=N\Nc1ccc(S(=O)(=O)N2CCOCC2)cc1)C(N)=S	-8	7	-1	25	1.7
10	Brc1ccc(Oc2nnnn2-c2ccccc2)cc1	-3	5	1	6	1.4
11	COC(=O)c1ccc(COC(=O)CNC(=O)CNC(=O)c2ccc(C)cc2)cc1	-1	-5	-7	1	-1.3
12	COc1ccccc1N(C)S(=O)(=O)c1ccc(C)c(C(=O)N2CCCCCC2)c1	-7	0	1	6	0.1

item	tim10-1 inh	tim23-1 inh	Mdm2-MdmX inh	TIM10 inh
1	21	10	15	-1
2	15	12	-19	-3
3	5	6	0	4
4	12	3	28	10
5	15	12	22	12
6	31	7	13	27
7	-6	5	7	11
8	6	12	24	2
9	-7	14	22	7
10	44*	48	-5	10
11	-2	-5	4	-8
12	20	27	-4	11

Reformatted: results already given
[2] C=CCN1C(=O)/C(=C\c2cc(Br)c(OCc3ccccn3)c(OC)c2)SC1=S
[3] Cc1c(-n2c(SC(C)C(=O)NC(N)=O)nc3ccccc3c2=O)c(=O)n(-c2ccccc2)n1C (stereo not drawn)
[4] Cc1oc2nc(SCC(=O)N3CCCCC3)nc(N)c2c1C
[5] COCCCNC(=O)Cn1cc2c(n1)CCCCC2

assay / compound	2	3	4	5
APJ agonist	-3	1	-1	-7
CXCR6 inh	12	-2	-8	-4
UPR XBP1 act	1	-1	1	-1
APJ antag	0	3	12	4
CHOP UPR activ	-2.4	-1.8	0.6	0.3
tim10-1 inh	15	5	12	15
tim23-1 inh	12	6	3	12
Mdm2-MdmX inh	-19	0	28	22
TIM10 inh	-3	4	10	12

More compounds
item	compound	APJ agonist	CXCR6 inh	UPR XBP1 act	APJ antag	CHOP UPR activ
13	O=[N+]([O-])c1cc(Cl)ccc1-c1nc(-c2ccncc2)no1	6	-20	3	-42	1.0
14	COc1cccc(NC(=O)/C=C/c2ccc(S(=O)(=O)N3CCOCC3)cc2)c1	-5	-4	-1	3	2.0
15	Cc1c(NC(=O)CSCc2ccco2)c(=O)n(-c2ccccc2)n1C	1	3	1	-24	-0.4
16	COc1ccc2c(c1)CCN=C2Cc1ccc(OC)c(OC)c1	-2	9	-1	13	-1.2
17	CC(=O)Nc1ccc(/C(C)=N/NC(=O)c2ccccc2Cl)cc1	0	-3	2	13	4.3
18	CCCCN(CC(=O)NCCOC)C(=O)Cn1nnc2ccccc21	2	2	0	5	-0.9
19	CS(=O)(=O)c1ccc2nc(NC(=O)CN3CCOCC3)sc2c1	1	0	-3	-25	2.3
20	COC(=O)C(C)Sc1snnc1-c1ccccc1 (stereo not drawn)	-4	0	5	-15	-4.1
21	CCCc1c(C)[nH]c2ccccc2c1=O	-1	-2	-3	0	-3.7
22	CC12CCC(C(=O)NNC(=O)c3ccc(Br)cc3)(OC1=O)C2(C)C (stereo not drawn)	0	-4	-3	27	1.6
23	CCN(CC)C(=O)COC(=O)C1CCN(S(=O)(=O)c2ccc3c(c2)OCCO3)CC1	-4	-1	-1	1	-1.5
24	C#CCn1c(S(=O)(=O)Cc2ccc(F)cc2)nc(-c2ccccc2)c1-c1ccccc1	-5	8	2	9	0.2

item	tim10-1 inh	tim23-1 inh	Mdm2-MdmX inh	TIM10 inh
13	11	3	-38	19
14	16	29	11	11
15	7	3	8	-18
16	19	21	28	15
17	7	-6	-30	3
18	9	9	18	2
19	10	5	8	-3
20	11	18	-2	-4
21	-4	0	-6	-2
22	1	-4	-6	-5
23	-7	0	-13	6
24	12	24	97*	15

The listing continues.
item	compound	APJ agonist	CXCR6 inh	UPR XBP1 act	APJ antag	CHOP UPR activ
25	CCOc1ccc(-c2c(C)n([O-])c3c([n+]2=O)CCCC3)cc1	2	4	0	-17	-3.6
26	COc1ccc(-c2csc(NC3OC(=O)c4ccccc43)n2)cc1 (stereo not drawn)	0	-5	2	21	1.7
27	CC1C(=O)Nc2ccccc2N1C(=O)c1ccc(Cl)cc1 (stereo not drawn)	-2	-4	-2	2	-2.3
28	COc1ccc(/C=N/n2nnnc2N)c(OC)c1	-3	0	-2	1	2.3
29	CNC(=O)c1c(NC(=O)CCS(=O)(=O)c2ccc(C)cc2)sc(C)c1C	-2	-1	-1	19	-0.9
30	Cn1c(=NC(=O)c2cnccn2)sc2ccccc21	14	0	0	11	0.9
31	CN(C)S(=O)(=O)n1cc(/C=C(\NC(=O)c2ccccc2Cl)C(=O)N2CCCC2)c2ccccc21	-1	4	-5	18	0.4
32	CC(CCN1CCN=C1N(C)C)c1ccccc1 (stereo not drawn)	4	-4	-1	-54	0.8
33	Nc1nonc1-n1nnc(C(=O)N/N=C/c2ccccc2Cl)c1-c1ccc2c(c1)OCO2	0	-2	3	17	5.6
34	Cc1cccc(C(=O)NC(=S)NNC(=O)COc2ccc(Cl)cc2)c1	-5	3	0	-1	-0.8
35	CCOc1ccc(NC(=O)C2C3C=CC4(O3)C2C(=O)N(Cc2cccnc2)C4C(=O)NC2CCCCC2)cc1 (stereo not drawn)	-2	6	-1	8	0.8
36	CCN1CCN(S(=O)(=O)c2ccc(OC)c(Br)c2)CC1	-5	-2	-3	1	-1.9

item	tim10-1 inh	tim23-1 inh	Mdm2-MdmX inh	TIM10 inh
25	4	2	-4	4
26	12	12	33	14
27	-12	7	13	-23
28	14	7	8	16
29	16	16	-22	12
30	-7	14	-69	21
31	0	-20	11	3
32	-15	-6	-14	-9
33	-8	-20	-4	-13
34	10	-9	24	0
35	12	4	-24	13
36	-35	-64	8	-22

More results
item	compound	APJ agonist	CXCR6 inh	UPR XBP1 act	APJ antag	CHOP UPR activ
37	CCCCC1=NC2(CCCC2)C(=O)N1Cc1ccc(-c2ccccc2-c2nn[nH]n2)cc1	-2	·	-6	-10	-3.7
38	COc1ccc(Nc2nccc(N(C)C)c2C#N)cc1	-2	-1	3	-5	-0.2
39	COc1cccc(N2CC(C(=O)Nc3nnc(SCCC4OCCO4)s3)CC2=O)c1 (stereo not drawn)	6	-6	-3	-5	1.7
40	COc1ccccc1CNc1ncccn1	1	-9	-1	-11	0.6
41	CC(C)c1ccccc1NC(=O)Cn1c(-c2ccccc2Cl)nc2ccccc21	-5	-8	-2	10	1.6
42	O=C(N/N=C1\CCc2ccccc21)c1ccncc1	-1	-4	4	-15	7.5
43	CON/C=C(\C=Nc1ccc(Cl)cc1Cl)c1ncc(C(F)(F)F)cc1Cl	-5	-7	1	5	-0.5
44	CS(=O)(=O)Nc1ccc(C(=O)NCCSCc2ccco2)cc1	1	1	-4	1	0.3
45	CCOC(=O)C(CCCCCOc1ccc([N+](=O)[O-])cc1)C(=O)OCC	-3	4	-2	11	-1.5
46	CC(C)C(NC(=O)c1ccc(Cl)cc1)C(=O)NCC1CCCO1 (stereo not drawn)	1	6	-2	5	-0.2
47	O=C(COC(=O)c1ccc2c(c1)OCO2)Nc1ccccc1Cl	-2	-5	0	-9	1.4
48	COC(=O)c1cccnc1-n1c(=O)c2cccnc2n(Cc2cccc([N+](=O)[O-])c2)c1=O	-3	2	-2	17	-0.2

item	tim10-1 inh	tim23-1 inh	Mdm2-MdmX inh	TIM10 inh
37	0	-10	14	5
38	4	-6	8	55*
39	-13	-10	-16	2
40	-16	5	3	-2
41	9	13	19	10
42	7	14	-51	-8
43	8	0	26	-6
44	19	6	-36	5
45	2	-8	7	-4
46	-6	-4	4	-10
47	-8	6	-9	-11
48	12	20	-21	-1

Next part; it opens with the two that closed the last part.
item	compound	APJ agonist	CXCR6 inh	UPR XBP1 act	APJ antag	CHOP UPR activ
47	O=C(COC(=O)c1ccc2c(c1)OCO2)Nc1ccccc1Cl	-2	-5	0	-9	1.4
48	COC(=O)c1cccnc1-n1c(=O)c2cccnc2n(Cc2cccc([N+](=O)[O-])c2)c1=O	-3	2	-2	17	-0.2
49	O=C(Cc1cccc(C(F)(F)F)c1)Nc1ccccc1	-2	-4	-3	-4	1.5
50	Cc1ccc(CNC(=O)CN(C(=O)C2(C)CC(=O)N=C3C=CC=CN32)c2ccccc2F)cc1 (stereo not drawn)	-2	2	1	13	-0.1
51	Clc1ccccc1COc1ccc(/C=N/n2cnnc2)cc1	-1	-16	-1	3	4.1
52	CCC(C(=O)Nc1ccc(S(=O)(=O)N(C)C2CCN(C)CC2)cc1)c1ccccc1 (stereo not drawn)	-4	7	-1	15	1.2
53	COC(=O)CC1(C(=O)OC)Oc2ccccc2C(=O)N1c1ccc(F)cc1F (stereo not drawn)	0	2	0	27	-0.6
54	NC(=O)c1oc2ccccc2c1NC(=O)c1ccc([N+](=O)[O-])o1	8	6	4	-43	8.2
55	COC(=O)c1sc(NC(=O)COc2ccc(C)cc2)nc1C	-5	6	1	0	0.7
56	Cc1sc2ncnc(SCC(=O)N(C(C)C)C(C)C)c2c1C	0	-6	-1	-3	-0.7
57	O=C(Nc1ccc(F)cc1)c1ccc(CN2CCc3ccccc3C2)cc1	-5	-2	-3	-5	2.2

item	tim10-1 inh	tim23-1 inh	Mdm2-MdmX inh	TIM10 inh
47	-8	6	-9	-11
48	12	20	-21	-1
49	-4	13	4	-2
50	-19	6	20	8
51	26	27	-5	25
52	-14	-6	12	1
53	14	30	-20	18
54	29	66*	65*	57*
55	12	12	14	7
56	30	32	16	4
57	4	12	24	1

Screening results as filed in PubChem BioAssay.
